High-throughput results as filed in PubChem.
KCNH2 3.1 inh – blocks the human KCNH2 3.1 channel isoform | U2OS KCNH2 3.1, thallium flux FluxOr; hits give low values | activity change, % (tested at about 1.8 µM) | 340,000 compounds, 0.95% hits | AID 720553;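 active means maximum activity change below -70%; inconclusive means maximum activity change from -70% to -50%; inactive means maximum activity change above -50%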;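 further: thallium influx rate constant from kinetic fluorescence after stimulation buffer; on the % scale 0 is the no-effect control and ±100 the full control effect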
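Thallium flux via FluxOr fluorescence (Red40 quencher, 45 min loading) in U2OS cells virally expressing the KCNH2 3.1 isoform (1.77 x 10^8 /mL virus, overnight at 37 C). Rate constants from 2-min kinetic reads post-stimulation, normalised to positive and negative controls.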
USP2a inh – USP2a (human) protease inhibition | USP2 core, Ub-CHOP2 coupled fluorogenic reporter, 485/531 | O75604 | Potency, µM (top dose mostly 38.3 µM), without a hit: top-dose activity change, negative = inhibition, most hits filed as inhibitors | 330,000 compounds, 0.01% hits;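 further: potency means the concentration at half of the fitted maximal effect; plate controls were DMSO wells for no effect and full inhibition by NEM control for full effect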
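Deubiquitinase activity read as fluorescence (485/531 nm) after Ub-CHOP2 cleavage activates the enterokinase reporter on its substrate; USP2 core 10nM, Ub-CHOP2 and substrate 25nM each, 30min compound preincubation then 60min RT; data normalized to NEM, curves fitted.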
TRPV1 ag – human TRPV1 agonism; Q8NER1; TRPV1-expressing cells, Fluo-8 calcium influx, agonist mode; activation, % at 8.33 µM; 320,000 compounds, 0.19% hits; in the data active means activation above about 80%; inconclusive means between about 30% and that limit; further: 0% is about no effect
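Fluo-8 calcium influx in TRPV1-expressing cells, kinetic read (ex 480/em 520 nm). Compound added and read 3 min for agonist activity, followed by capsaicin at EC20 final and 2 min further read for enhancement.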
KCNH2 WT inh – KCNH2 (human, wildtype) channel inhibition. activity change, % at 1.84 µM. AID 720551. Q12809. U2OS, BacMam KCNH2, thallium flux FluxOr; hits give low values. 340,000 compounds, 0.37% hits;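 active means maximum activity change below -70%; inconclusive means maximum activity change between -70% and -50%; inactive means maximum activity change above -50%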; further: on the % scale 0 is the no-effect control and ±100 the full control effect
Target sequence (Q12809 whole entry, looked up): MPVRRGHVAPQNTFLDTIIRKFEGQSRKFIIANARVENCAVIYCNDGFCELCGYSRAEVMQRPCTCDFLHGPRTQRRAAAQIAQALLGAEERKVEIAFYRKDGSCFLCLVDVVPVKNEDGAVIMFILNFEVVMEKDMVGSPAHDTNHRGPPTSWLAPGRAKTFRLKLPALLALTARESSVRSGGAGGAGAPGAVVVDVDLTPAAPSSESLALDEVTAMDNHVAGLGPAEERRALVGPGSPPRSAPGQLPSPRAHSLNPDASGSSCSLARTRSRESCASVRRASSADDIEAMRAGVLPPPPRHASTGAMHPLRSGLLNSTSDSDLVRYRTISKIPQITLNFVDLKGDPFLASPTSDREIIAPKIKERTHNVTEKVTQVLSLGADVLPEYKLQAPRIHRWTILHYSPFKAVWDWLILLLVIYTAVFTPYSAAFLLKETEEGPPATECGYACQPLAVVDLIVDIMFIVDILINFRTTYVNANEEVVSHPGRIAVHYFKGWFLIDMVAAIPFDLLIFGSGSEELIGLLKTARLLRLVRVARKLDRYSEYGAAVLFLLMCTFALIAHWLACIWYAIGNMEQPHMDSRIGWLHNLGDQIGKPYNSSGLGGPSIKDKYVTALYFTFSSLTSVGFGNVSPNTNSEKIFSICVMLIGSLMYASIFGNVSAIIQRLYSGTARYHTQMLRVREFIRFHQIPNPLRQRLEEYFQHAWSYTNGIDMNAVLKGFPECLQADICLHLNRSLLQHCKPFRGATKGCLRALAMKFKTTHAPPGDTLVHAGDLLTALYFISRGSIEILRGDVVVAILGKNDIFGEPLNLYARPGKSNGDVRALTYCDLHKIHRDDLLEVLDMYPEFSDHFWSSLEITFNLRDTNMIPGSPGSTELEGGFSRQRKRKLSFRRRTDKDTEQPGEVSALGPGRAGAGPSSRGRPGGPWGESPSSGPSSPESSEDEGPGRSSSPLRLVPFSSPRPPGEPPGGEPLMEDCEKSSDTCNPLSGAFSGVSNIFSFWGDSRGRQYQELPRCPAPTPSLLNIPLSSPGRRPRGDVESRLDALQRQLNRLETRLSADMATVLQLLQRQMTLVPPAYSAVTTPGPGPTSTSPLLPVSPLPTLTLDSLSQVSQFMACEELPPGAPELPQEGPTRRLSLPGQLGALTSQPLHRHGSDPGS
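U2OS cells were transduced with wild-type KCNH2 virus (2.03 x 10^8 / mL) for 4 h at room temperature, then cultured overnight at 37 C. Thallium flux was read with FluxOr dye. Rate constants were normalized to DMSO controls.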
CXXC DNA block – MLL CXXC-DNA interaction inhibition | Potency, µM (highest dose often 115 µM), for the others: at the highest dose activity change, negative = inhibition, actives largely listed as inhibitors | Q03164 | MLL-CXXC / FITC-HOXA9 DNA fluorescence polarization | 290,000 compounds, 0.037% hits; active means well fitted inhibition curve with a large enough effect in the polarisation, with a control signal flat, not every such curve was filed as active; inconclusive means small, poorly fitted or top-dose-only effect, or effect the other way, or a change in a side signal; inactive means no such curve, though single readings can be large or run the other way; the % refers to the polarisation; further: potency means the concentration at half of the fitted maximal effect
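Purified MLL-CXXC (added from a 7 uM solution) was preincubated 5 min at ambient with pinned compounds in 50 mM Tris-HCl pH 7.5, 50 mM NaCl, 1 mM DTT, 0.05% BSA. Fluorescein-labeled HOX-A9 DNA (50 nM solution) followed, 30 min, then polarization read.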
B2AR arrestin – beta2AR (human) beta-arrestin recruitment activity. beta-arrestin recruitment to beta2AR, cell-based reporter. Potency, µM (series often up to 46.1 µM), without a hit: at the top dose activation, hits mostly activators. 330,000 compounds, 0.02% hits. AID 492947;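 further: potency means the concentration at half of the fitted maximal effect; 0% = DMSO controls and full agonism = EC100 isoproterenol or metaproterenol; nearly all actives have a fitted effect of over 65% in size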
Coupling enz – counter-screen for Giardia aldolase inhibitors: coupling enzyme system; 290,000 compounds, 0.67% hits; activity change, negative = inhibition, % at 58.2 µM, hits read low; coupling enzyme system counterscreen, AmpLite Red fluorescence; in the data active means activity change below about -30%; further: on the % scale 0 is the no-effect control and ±100 the full control effect
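Coupling enzymes only (glyceraldehyde-3-phosphate) + compound, at 57.5 uM final, 10 min RT; add substrate/coupling/AmpLite Red mix, 20 min RT; fluorescence ex 525/em 598 nm. Actives flag coupling-system interference.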
PKM2 activator – increases activity of human pyruvate kinase M2; P14618; purified PKM2, Kinase-Glo ATP luminescence, activation; response scale: 0% is enzyme alone, no compound; Potency, µM (series often up to 57.5 µM), inactives show at the highest dose activation, most hits filed as activators; 260,000 compounds, 0.34% hits; further: potency means the concentration at half of the fitted maximal effect; on the % scale 0 is the no-effect control and ±100 the full control effect; nearly all actives have a fitted effect of over 55% in size
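ATP formation by purified human PK-M2, quantified via coupled luciferase luminescence after 1 h at room temperature with 0.1 mM ADP and 0.5 mM PEP final.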
Menin MLL FP TR – inhibitors of human menin-MLL interaction, mutant MLL peptide; Potency, µM (titrated, usually from 61.6 µM), for the others: at the top dose FP activity change, negative = inhibition, actives largely listed as inhibitors; O00255; Menin + Texas Red MLL mutant peptide, fluorescence polarization; 270,000 compounds, 0.23% hits; active means well fitted inhibition curve with a large enough effect in the polarisation, with a control signal flat, not every such curve was filed as active; inconclusive means small, poorly fitted or top-dose-only effect, or effect the other way, or a change in a side signal; inactive means no such curve, though single readings can be large or run the other way; the % refers to the polarisation; further: potency means the concentration at half of the fitted maximal effect; % of control where 0% means no effect; many of its hits are not listed in these tables
Giardia killer – Giardia lamblia killing. Giardia lamblia trophozoite viability. 340,000 compounds, 0.15% hits. activity change, % at 7.66 µM, hits read low; in the data active means activity change below about -80%; inconclusive means between about -30% and that limit;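 further: parasites exposed to compound for two days anaerobically before the ATP read; on the % scale 0 is the no-effect control and ±100 the full control effect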
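Anaerobic 48 hrs incubation at 37 deg C of 100 trophozoites/well with test compounds; ATPLite 1-Step luminescence, 15-30 min RT, reports cellular ATP as viability.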
GALK inh – blocks human galactokinase activity | P51570 | Purified GALK, Kinase-Glo residual ATP luminescence | Potency, µM (series often up to 57.5 µM), for inactives: top-dose activity change, negative = inhibition, hits mostly inhibitors | 270,000 compounds, 0.007% hits | AID 1868; further: potency means the concentration at half of the fitted maximal effect; on the % scale 0 is the no-effect control and ±100 the full control effect
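Luminescence from leftover ATP (Ultra-Glo luciferase/luciferin) served as read-out after a 1 h room-temperature reaction of 5 nM GALK with 35 uM ATP and 100 uM galactose.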
* = called active by the depositor; ? = inconclusive; / = not tested or not shown; [ ] = remark or other dose. Unless noted, the call rests on the fitted dose curve; in most records, active means well fitted curve in the direction sought with a large enough effect; inconclusive means small, poorly fitted or top-dose-only effect, or another doubt; inactive means no such curve, though single readings can be large; an effect the other way counts as inactive or inconclusive. Not all compounds are listed; count on the stated rates, not on these rows.

SMILES	KCNH2 3.1 inh	USP2a inh	TRPV1 ag	KCNH2 WT inh	CXXC DNA block	B2AR arrestin	Coupling enz	PKM2 activator	Menin MLL FP TR	Giardia killer	GALK inh
O=C(CN1CCCc2ccccc21)NC(=O)NCc1ccco1	44	-1%	-3	-16	-7%	-1.7%	-9	21%	?	-19	-1%
CCSc1nnc(NC(=O)CSc2nc(CC)nc3c2c(=O)n(C)c(=O)n3C)s1	6	0%	-8	9	7%	0.0%	6	7%	?	-22	-1%
Cc1cc(NC(=O)Nc2ccc(Cl)cc2)no1	-14	0%	15	-6	6%	-0.6%	2	-4%	12%	0	-1%
CC1=C(C(=O)OCC(C)C)C(c2cccs2)NC(=S)N1 (stereo not given)	-11	2%	3	2	-1%	-0.9%	0	-4%	-21%	7	2%
Cc1ccc(SCc2ccc(C(=O)N3CCCC3)cc2)cc1	-13	3%	18	-11	-11%	0.2%	4	-4%	?	-5	-1%
COc1ccc(CCN(C(=O)C(F)(F)F)C(C(=O)NC2CCCC2)c2cccs2)cc1 (stereo not given)	-25	1%	/	7	2%	-0.3%	0	0%	/	-5	1%
CCCOC(=O)Cc1c(O)c2ccccc2[nH]c1=O	-12	2%	-1	-1	-14%	-0.3%	0	-2%	0%	8	5%
COCCNC(=O)C1CC(c2ccc(F)cc2)=NO1 (stereo not given)	5	-1%	-6	4	6%	0.1%	-2	-1%	6%	9	-2%
Cc1ccc(C)c(NC(=O)C2CC(=O)N(C(C)C)C2)c1 (stereo not given)	-4	2%	5	-1	3%	0.1%	0	-7%	3%	26	0%
CC(C)N(Cc1ccccc1)C(=O)C1CCCN(c2ncnc3c2nc2n3CCCCC2)C1 (stereo not given)	-98*	4%	?	-6	27%	0.1%	/	/	/	1	-3%
CCOC(=O)c1c(NC(C)=O)sc2c1CCC(C=O)=C2Sc1ccccc1	14	3%	5	28	-2%	-0.4%	0	13%	6%	-7	1%
CC(C)Cn1c(/C=C/c2ccccc2)nc2ccccc21	-2	0%	?	10	-4%	0.1%	-7	9%	-2%	-26	1%
Cc1cc(NC(=O)c2cn(C3CCCCC3)c(=O)c3c2c2ccccc2n3C)no1	2	-10%	/	-19	4%	0.1%	-2	-1%	5%[11.7 µM]	-16	2%
O=C(Nc1nccs1)c1ccc(-c2cccc([N+](=O)[O-])c2)o1	-19	1%	?	1	4%	0.0%	1	-5%	?	1	0%
CCOc1ccccc1NC(=O)CSc1nnnn1Cc1ccccc1	8	1%	-4	3	4%	-0.2%	1	4%	-11%	-3	-1%
COc1c(C)cccc1C(=O)Nc1ccc(N2CCN(S(C)(=O)=O)CC2)cc1	2	-2%	-2	7	1%	-0.2%	-1	0%	1%	8	-3%
Cc1cc(C)cc(N(CCC#N)C(=O)CSC2=Nc3ccccc3C3CC=NN23)c1 (stereo not given)	-10	-1%	2	0	-1%	0.4%	-3	3%	-8%	-10	4%
O=C(CN1c2ccccc2Sc2ccccc21)N/N=C/c1ccccc1	4	0%	3	7	0%	-0.7%	-4	0%	/	-5	5%
COc1ccc(C(=O)NNC2=NCCCCC2)cc1	-1	2%	1	3	-1%	-0.4%	1	-9%	-8%	-8	10%
COc1cccc(/C=N/NC(=O)c2nc(-c3ccccc3)cc(-c3ccccc3)n2)c1O	-32	-2%	-7	-7	10%	-0.2%	4	-1%	-22%	6	3%
O=C(COC(=O)c1ccc(Br)o1)Nc1ccc(N2CCOCC2)cc1	-12	0%	-1	-1	/	0.4%	/	/	/	9	/
COc1ccccc1-n1cnnc1SCC(=O)N1CCOCC1	-21	2%	-2	-3	-10%	-1.0%	1	1%	?	-2	-1%
O=[N+]([O-])c1ccc(N2CCN(C(=S)Nc3ccc(F)cc3F)CC2)cc1	-33	2%	6	0	?	-1.8%	-2	-1%	?	1	0%
O=C(CN1C(=O)NC2(CCCCCC2)C1=O)N1CCN(c2ccccc2)CC1	23	6%	3	-8	/	-0.4%	/	/	/	16	/
COc1cccc(-n2cnnn2)c1	4	/	-3	7	-6%	/	-2	-7%	14%	-2	-1%
CC(=O)Nc1cc[n+](C(C)C(=O)c2ccc(Cl)cc2)cc1 (stereo not given)	-20	-14%	-2	5	0%	-0.3%	-2	8%	-6%	10	1%
CCn1c(SCC(=O)Nc2oc(C)c3c(C)n[nH]c(=O)c23)nc2sc(C)c(C)c2c1=O	-37	1%	-2	-22	/	0.2%	/	/	/	-4	/
CCC(=O)Nc1cc(Cl)ccc1C(=O)O	8	9%	-3	-4	-2%	-0.1%	5	9%	-5%	1	1%
COc1ccc(OCC(=O)Nc2cc(C)c(Cl)cc2OC)c([N+](=O)[O-])c1	0	2%	-2	-4	1%	-2.8%	3	-1%	8%	-18	0%
CCOc1ccc(S(=O)(=O)N(CC)CC)cc1NS(=O)(=O)c1ccc(F)c(F)c1F	-8	0%	9	2	0%	-1.1%	12	-1%	4%	-19	2%
CCOC(=O)C1=CN(c2cccc(F)c2)C=C(C(=O)OCC)C1c1cc(OC)c(O)c([N+](=O)[O-])c1	-6	2%	?	-13	14%	-0.6%	1	1%	-2%	13	-2%
CCOC(=O)c1c(N)sc(C(=O)Nc2ccccc2F)c1C	-3	1%	2	16	8%	0.0%	-1	-11%	11%	?	-1%
COc1cccc(C(=O)N2CCC(N3CC(C)OC(C)C3)CC2)c1 (stereo not given)	1	1%	-6	6	5%	1.9%	1	-22%	1%	-6	5%
CCC(C)NC(=O)c1ccccc1-c1nc2ccccc2[nH]1 (stereo not given)	-6	1%	2	-2	5%	0.2%	-1	-7%	11%	8	-1%
C/C(=N\NC(=O)c1ccccc1)c1ccc(-n2ccnc2)cc1	13	0%	-2	4	-2%	0.0%	4	-4%	-1%	-13	1%
CSc1nc2cc(S(=O)(=O)N3CCOCC3)ccc2s1	-1	2%	7	-6	20%	-0.3%	7	3%	0%	-7	1%
Cc1cc(C)nc(SCc2nnc(SCC(=O)Nc3ccc(C)c(C)c3)n2Cc2ccco2)n1	-3	-9%	3	2	-13%	0.1%	5	2%	8%	3	-2%
CC(C)(C)c1ccccc1NC(=O)C1=COCCO1	1	5%	4	-3	/	-0.3%	/	/	/	-12	/
Cc1ccc(C(=O)Nc2ccc(Br)c(C(F)(F)F)c2)cc1	-8	-4%	?	4	8%	0.2%	/	1%	?	4	-7%
NC(=O)c1c(N)sc(=S)n1CC1CCCO1 (stereo not given)	0	2%	/	-4	-1%	0.5%	0	-12%	4%[11.7 µM]	-4	0%
CC(=O)Nc1ccc(S(=O)(=O)N(C)CC(=O)OCC(=O)N2CCCC2=O)cc1	0	0%	0	1	/	0.2%	/	/	/	-8	/
CCCCOC(=O)c1nc[nH]c1C(=O)OCCCC	11	-1%	-4	-8	7%	-0.2%	0	-7%	-12%	-2	3%
O=C(NCCCN1CCCC1=O)c1c(O)nc2sccn2c1=O	7	1%	-1	3	/	-0.3%	/	/	/	12	/
Cc1[nH]c2ccccc2c1C(=O)CN1C(=O)C(=O)N(Cc2ccco2)C1=O	5	-1%	4	-1	-9%	0.1%	9	-8%	2%	0	11%
CCC(=O)Nc1c(C)nn(C(=O)CC)c1C	10	1%	-7	5	4%	0.3%	4	10%	1%	9	0%
CCOC(=O)c1c(NC(=O)Cn2cnc([N+](=O)[O-])n2)sc2c1CCCC2	-1	1%	16	4	5%	0.0%	-1	-3%	6%	?	0%
CC1(C)CC(=O)C=C(C(=O)N2CCCC(CCC(=O)NCc3ccccc3F)C2)O1 (stereo not given)	-23	0%	0	0	14%	-0.8%	0	-4%	0%	18	7%
CCOc1cc(N2CCOCC2)c(OCC)cc1NC(=O)CSc1ncn[nH]1	-9	-2%	0	-6	8%	-0.2%	-36*	6%	?	0	-4%
COc1ccc(S(=O)(=O)Nc2ccc(S(=O)(=O)Nc3cc(C)nc(C)n3)cc2)cc1OC	-7	1%	0	9	9%	0.1%	2	-5%	10%	-7	0%
CC1(C)CC(NC(=O)c2ccc(Cl)c(Cl)c2)CC(C)(C)N1	-10	0%	0	-6	-1%	0.3%	1	3%	-15%	-1	4%
O=C(NNC(=O)C1CC1)c1ccccc1[N+](=O)[O-]	5	1%	0	3	8%	-0.1%	/	/	/	12	2%
Cc1ccc(NS(=O)(=O)c2cc(-c3n[nH]c(=O)c4ccccc34)ccc2C)cc1	3	2%	1	7	1%	4.8%	-11	-9%	9%	8	/
